Assay outcomes as filed in PubChem BioAssay.
D3 antag: blocks the human D3 dopamine receptor; P35462; D3R cells, DiscoveRx beta-arrestin luminescence, antagonist mode; stronger effect = lower value; max response, negative = inhibition, %; hit rate 2.5% among 360,000; in the data active = max response below about -50%; inconclusive = no clear call, values can overlap the other calls; note: % is set by controls: 0 for no effect and ±100 for the full control effect; mostly tested at two doses, the higher about 12 µM
Target sequence (P35462 whole entry, looked up): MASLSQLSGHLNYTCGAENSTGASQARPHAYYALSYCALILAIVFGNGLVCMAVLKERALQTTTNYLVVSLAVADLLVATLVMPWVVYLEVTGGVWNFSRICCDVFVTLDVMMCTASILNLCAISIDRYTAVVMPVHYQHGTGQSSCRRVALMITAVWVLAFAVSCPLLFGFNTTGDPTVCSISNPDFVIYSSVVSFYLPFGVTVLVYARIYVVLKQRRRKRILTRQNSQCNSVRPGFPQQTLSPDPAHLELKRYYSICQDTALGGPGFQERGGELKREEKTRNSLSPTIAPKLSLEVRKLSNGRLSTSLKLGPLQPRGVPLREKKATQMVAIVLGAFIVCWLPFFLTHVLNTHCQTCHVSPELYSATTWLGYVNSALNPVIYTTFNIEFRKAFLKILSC
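Cells expressing the human receptor were seeded at 1500 cells/well, incubated overnight at 37 degrees C in 5% CO2, then exposed to library compounds with dopamine controls for 90 minutes at 37 degrees C before luminescent detection.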
EPAC2 agonist: agonists of human EPAC2 (RAPGEF4); EPAC2 activation, biochemical qHTS; response scale: 100% = 6.5 mM cAMP response; Potency, µM (highest dose often 154 µM), without a hit: at the top dose activation, actives largely listed as activators; Q8WZA2; AID 720711; hit rate 0.079% among 360,000; note: potency is the fitted concentration of half-maximal effect; nearly all actives have a fitted effect of over 50% in size
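Compounds were titrated in qHTS against a Rap1B-BODIPY-GDP (250 nM) complex with EPAC2 (100 nM) and GDP (50 uM). BODIPY-GDP release tracked at 480/540 nm over 30 min at room temperature, normalized to 6.5 mM cAMP.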
aSyn rescue: rescues yeast growth from alpha-synuclein toxicity; Yeast expressing alpha-synuclein, growth rescue, BacTiter-Glo, 24 h; Potency, µM (titrated, usually from 46.1 µM), without a hit: at the highest dose growth rescue (activation), hits mostly activators; hit rate 0.14% among 370,000; AID 652106; note: potency is the fitted concentration of half-maximal effect; % of control where 0% means no effect; nearly all actives have a fitted effect of over 65% in size
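Galactose-induced alpha-syn yeast (OD600=0.02, raffinose-pregrown) + pinned cpd, 24 hr, 30 deg C; growth by BacTiter-Glo luminescence. Growth restoration scores as activation.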
D3 ag: activates the human D3 dopamine receptor | D3R DiscoveRx beta-arrestin cells, luminescence, 90 min | max activation, % | hit rate 0.58% among 410,000 | AID 652048; in the data active = max activation above about 30%; note: 0% is about no effect; mostly tested at two doses, the higher about 12 µM
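Cells at 1500/well, incubated overnight, then treated with pinned compounds (dopamine as control) for 90 min at 37 degrees C. DiscoveRx reagent added for 30 - 60 minutes at room temperature; luminescence read.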
Abeta yeast res: compounds reversing amyloid beta toxicity in yeast. yeast expressing A-beta42, growth rescue, OD600, 48 h; response scale: 0% DMSO, 100% iron-clioquinol control. Potency, µM (doses to about 46.1 µM), for inactives: top-dose growth rescue, actives largely listed as activators. hit rate 0.063% among 410,000; note: potency is the fitted concentration of half-maximal effect; nearly all actives have a fitted effect of over 55% in size
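Yeast growth medium received pinned compounds, then yeast cells expressing toxic A-beta were added; plates incubated at 30 C for 48 hr. Growth read as absorbance at 600 nm, normalized to DMSO and equimolar FeCl3 plus clioquinol controls.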
TDP-43 yeast inh: rescues yeast growth from TDP-43 toxicity | hit rate 1.8% among 410,000 | TDP-43 expressing yeast growth rescue, BacTiter-Glo, 24 h | Potency, µM (top dose mostly 46.1 µM), inactives show top-dose growth rescue (activation), hits mostly activators | AID 652104; note: potency is the fitted concentration of half-maximal effect; % of control where 0% means no effect; nearly all actives have a fitted effect of over 50% in size
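Readout is BacTiter-Glo luminescence of cell growth, so inhibitors register as activators. TDP-43-expressing yeast at OD600=0.02 in galactose medium, after raffinose pregrowth to mid-log, were incubated with compound for 24 hr at 30 deg C.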
FUS suppressor: FUS proteinopathy suppression in yeast | S. cerevisiae FUS-expressing, growth rescue, OD600, 24 h | Potency, µM (series often up to 76.6 µM), for inactives: at the top dose growth rescue (activation), hits mostly activators | hit rate 0.24% among 390,000 | AID 1347120;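 note: potency is the fitted concentration of half-maximal effect; plate controls were DMSO vehicle for no effect and reference control for full effect; nearly all actives have a fitted effect of over 55% in size; some results filed as inactive show a strong effect at the top dose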
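Quantitative HTS measuring growth restoration of FUS-toxic yeast. Galactose-induced cells (OD 0.005) were exposed 24hr at 30C to compounds at several concentrations, then absorbance at 600 nm was recorded.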
EPAC2 antagonist: antagonists of human EPAC2; Q8WZA2; EPAC2 GEF exchange of Rap1B-BODIPY-GDP, fluorescence; Potency, µM (doses to about 114 µM), for the others: top-dose activity, negative = inhibition, actives largely listed as inhibitors; hit rate 0.18% among 360,000; AID 720708; note: potency is the fitted concentration of half-maximal effect; % is set by controls: 0 for no effect and ±100 for the full control effect; nearly all actives have a fitted effect of over 45% in size; many of its hits are not listed in these tables
Starred values were filed as active, the others as inactive; ? = inconclusive; · = no result given; & = joins results of further samples; [ ] = remark or other dose. Unless noted, calls come from the whole dose curve; as a rule, active = well fitted curve in the direction sought with a large enough effect; inconclusive = small, poorly fitted or top-dose-only effect, or another doubt; inactive = no such curve, though single readings can be large; an effect the other way counts as inactive or inconclusive. Only part of the results is shown, so the mix of outcomes need not match the whole.

SMILES	D3 antag	EPAC2 agonist	aSyn rescue	D3 ag	Abeta yeast res	TDP-43 yeast inh	FUS suppressor	EPAC2 antagonist
COc1ccccc1C(=O)OCC(=O)c1ccc(CNC(C)=O)s1	-9	4%	1%	-11	-8%	9%	-3%	-10%
CCC(CC)C(=O)Nc1cccc(C(=O)Nc2ccc(OC)cc2[N+](=O)[O-])c1	17	2%	-7%	5	-12%	-27%	30%	0%
C=CCNC(=O)CC(=O)N/N=C/c1cccs1	-10	1%	-2%	-2	-10%	-16%	-13%	3%
CC(C)C1/C(=N/O)CC(c2ccccc2)NC1c1ccccc1 (stereo unspecified)	14	21%	1%	1	6%	-10%	4%	-13%
O=C(N/N=C/c1cccc([N+](=O)[O-])c1)c1cc[n+](CCO)cc1	4	-1%	11%	3	-5%	14%	-17%	5%
CC1CCCC(NC(=O)COC(=O)c2ccccc2C(=O)N(C)C2CCCCC2)C1C (stereo unspecified)	-12	-1%	-2%	-6	3%	-1%	12%	0%
O=S(=O)(NCc1ccco1)c1cccc2cccnc12	-24	10%	4%	-6	12%	2%	-9%	-4%
COc1ccc(O)c(CNn2c(-c3ccc(Br)cc3)nc3ccccc3c2=O)c1	14	-7%	6%	-8	-10%	4%	5%	-6%
COc1ccccc1CNC(=O)CN1CCN(Cc2ccc(Cl)cc2)C1=O	-1	12%	1%	-4	12%	21%	12%	-17%
CC1=C(C(=O)Nc2ccc(C)cc2C)C(c2ccc(C)o2)NC(=S)N1 (stereo unspecified)	-22	12%	1%	-4	-4%	10%	·	-3%
Cn1c(=O)c2c(ncn2Cc2ccccc2)n(C)c1=O	52	6%	0%	14	-7%	13%	-28%	-7%
CN1CCN(NC(=O)c2ccccc2F)CC1	50	2%	2%	4	24%	20%	-22%	6%
CC(=NNS(=O)(=O)c1ccc([N+](=O)[O-])cc1)c1ccc(C)cc1	-25	5%	-3%	-4	16%	-12%	18%	-1%
CCCSc1nc2sc3c(c2c(=O)n1Cc1ccccc1)CC(C)(CC)OC3 (stereo unspecified)	·	·	·	-10	-10%	10%	-12%	·
Cc1occc1C(=O)O/N=C(\N)c1ccc(Cl)cc1	0	12%	-56%[inhibitor]	-1	-50%[inhibitor]	?	-6%	2%
CC(=O)c1ccc(N2CCN(C(=O)c3ccc(Cn4c(=O)[nH]c5ccccc5c4=O)cc3)CC2)cc1	·	·	·	1	-10%	-10%[9.22 µM]	-11%	·
N#C/C(=C\c1cccs1)C(=O)NCc1ccccc1	4	-2%	10%	6	8%	0%	4%	3%
CCOC(=O)c1cccc(NC(=O)C2CCN(S(=O)(=O)c3cnc[nH]3)CC2)c1	0	3%	-6%	-2	-12%	-3%	-12%	23%
N[C@@H](Cc1ccc(O)cc1)C(=O)Nc1ccc2ccccc2c1	16	15%	2%	5	-1%	5%	·	0%
O=C(N/N=C/c1ccccc1OC(=O)N1CCOCC1)c1cccs1	1	8%	0%	4	4%	6%	-25%	-1%
Cc1ccc(NS(=O)(=O)c2ccc3c(c2)NC(=O)CCS3)cc1C	-1	-3%	-4%&6%	11&1	-9%	-8%&19%	?	-17%
Cc1nn(CC(=O)N2CCC(C)CC2)c(=O)c2nn(-c3ccccc3)c(C)c12	-1	3%	2%	2	2%	-5%	19%	0%
CC(=O)c1cccc(N/C=C\c2nnnn2-c2ccc(F)cc2)c1	8	-6%	3%	-1	-1%	-3%	·	2%
Cc1cc(C)c(C(=O)/C=C/c2ccc(C(C)C)cc2)c(=O)[nH]1	-13	-4%	-14%	2	7%	24%	·	4%
Cc1sc(NC(=S)NC(=O)c2ccco2)c(C(N)=O)c1C	-10	-7%	3%	-2	-10%	17%	-8%	-15%

Twelve structures already listed, ordered by SMILES length, descending:
SMILES	D3 antag	EPAC2 agonist	aSyn rescue	D3 ag	Abeta yeast res	TDP-43 yeast inh	FUS suppressor	EPAC2 antagonist
CC(=O)c1ccc(N2CCN(C(=O)c3ccc(Cn4c(=O)[nH]c5ccccc5c4=O)cc3)CC2)cc1	·	·	·	1	-10%	-10%[9.22 µM]	-11%	·
CCC(CC)C(=O)Nc1cccc(C(=O)Nc2ccc(OC)cc2[N+](=O)[O-])c1	17	2%	-7%	5	-12%	-27%	30%	0%
CC1CCCC(NC(=O)COC(=O)c2ccccc2C(=O)N(C)C2CCCCC2)C1C (stereo unspecified)	-12	-1%	-2%	-6	3%	-1%	12%	0%
Cc1cc(C)c(C(=O)/C=C/c2ccc(C(C)C)cc2)c(=O)[nH]1	-13	-4%	-14%	2	7%	24%	·	4%
Cc1ccc(NS(=O)(=O)c2ccc3c(c2)NC(=O)CCS3)cc1C	-1	-3%	-4%&6%	11&1	-9%	-8%&19%	?	-17%
COc1ccccc1CNC(=O)CN1CCN(Cc2ccc(Cl)cc2)C1=O	-1	12%	1%	-4	12%	21%	12%	-17%
N[C@@H](Cc1ccc(O)cc1)C(=O)Nc1ccc2ccccc2c1	16	15%	2%	5	-1%	5%	·	0%
CC(C)C1/C(=N/O)CC(c2ccccc2)NC1c1ccccc1 (stereo unspecified)	14	21%	1%	1	6%	-10%	4%	-13%
Cc1occc1C(=O)O/N=C(\N)c1ccc(Cl)cc1	0	12%	-56%[inhibitor]	-1	-50%[inhibitor]	?	-6%	2%
N#C/C(=C\c1cccs1)C(=O)NCc1ccccc1	4	-2%	10%	6	8%	0%	4%	3%
C=CCNC(=O)CC(=O)N/N=C/c1cccs1	-10	1%	-2%	-2	-10%	-16%	-13%	3%
CN1CCN(NC(=O)c2ccccc2F)CC1	50	2%	2%	4	24%	20%	-22%	6%

Going on with the list:
SMILES	D3 antag	EPAC2 agonist	aSyn rescue	D3 ag	Abeta yeast res	TDP-43 yeast inh	FUS suppressor	EPAC2 antagonist
O=C(CN(c1ccc2c(c1)OCCO2)S(=O)(=O)c1ccccc1)N1CCN(Cc2ccccc2)CC1	10	9%	-1%	-13	-6%	3%	-4%	-8%
COc1ccc(NC(=O)/C(=C\c2cccnc2)NC(=O)c2cccs2)cc1	-11	-5%	3%	-14	-8%	1%	18%	-2%
COC(=O)c1ccc(CSC2=NC[C@@H]3[C@@H]4C(=O)N(C)C(=O)[C@@H]4[C@](Cc4ccccc4)(C(=O)OC)N23)cc1	?	12%	0%	-7	1%	-8%	-9%	-15%
COc1ccc(OC)c(CNC(=O)CCn2nc(C)c3c(C)n(-c4ccccc4)nc3c2=O)c1	2	2%	2%	2	7%	-17%	0%	-4%
CC1CCCN(C(=O)COC(=O)/C=C/c2ccc(C(F)(F)F)cc2)C1 (stereo unspecified)	5	-2%	3%	2	-34%	?	25%	1%
Cc1cc(=O)oc2cc(OCC(=O)N/N=C/c3cc([N+](=O)[O-])ccc3O)ccc12	0	9%	13%	-10	-12%	-11%	·	-3%
CCN(C(=O)c1ccco1)C1C2CC3CC(C2)CC1C3 (stereo unspecified)	3	4%	-25%	-7	-27%	10%	8%	?
Cc1cc(C(=O)NCC(=O)Nc2c(C)cccc2C)c(C)o1	-15	11%	-5%	5	1%	-24%	41%	10%
C=CCn1c(SCc2cccc(C#N)c2)nnc1-c1ccccc1O	8	11%	0%	1	-10%	?	-5%	-3%
Cc1cc2nc(-c3cccc(NC(=O)COc4ccc(Cl)c(C)c4)c3)oc2cc1C	·	·	·	4	-7%	17%	-7%	·
Cc1cc(C)nc(SCCC(=O)N(C)C)n1	4	10%	2%	1	17%	0%	12%	-2%
O=C(CSc1n[nH]c(-c2ccco2)n1)Nc1ccccc1	7	-1%	-3%	-5	-2%	-31%[inhibitor]	24%	2%
CC(C)[C@@H]1NC(=O)c2cc([N+](=O)[O-])cc(I)c2NCCC[C@@H](C(N)=O)NC(=O)[C@H](CO)NC1=O	22	-2%	1%	9	-11%	7%	-2%	-2%
COc1ccc(OC)c(NC(=O)C2CCN(S(=O)(=O)c3c(C)noc3C)CC2)c1	?	7%	-9%	-9	1%	-12%	-14%	17%
Cn1nnc2cc(NC(=O)Nc3cccc(C(F)(F)F)c3)ccc21	-12	0%	2%	-2	4%	-6%	-7%	4%
Cc1ccn2c(NCc3ccc4c(c3)OCO4)c(-c3ccc(O)cc3)nc2c1	-10	6%	-2%	-5	3%	-12%	14%	-2%
O=[N+]([O-])c1ccc(NN=C(Oc2ccccc2)c2ccc([N+](=O)[O-])cc2)cc1	-5	18%	-6%	-4	0%	20%	-28%	5%
Cn1nccc1C(=O)N1CCc2c([nH]c3ccccc23)C1c1ccc(F)cc1 (stereo unspecified)	-14	15%	8%	14	-8%	-11%	33%	-24%
O=C(O)CCSc1nnc(-c2ccc3c(c2)OCO3)o1	0	-8%	0%	2	2%	6%	2%	6%
Cc1cc(Br)ccc1NC(=O)CN(C)C(=O)CSC(=S)N1CCCC1	-23	-3%	-5%	-6	1%	-14%	·	13%
CC(=O)Nc1ccc(N(C(=O)c2cnccn2)C(C(=O)NC2CCCCC2)c2ccc(F)cc2)cc1 (stereo unspecified)	-17	7%	2%	-8	-5%	8%	20%	6%
COc1ccc(CCNC(=O)C2CCN(S(=O)(=O)c3ccc(F)cc3)CC2)cc1	1	7%	3%	6	-9%	23%	-24%	-3%
COc1cccc(CNC(=O)Cn2cc3c(n2)-c2c(oc(C(=O)N4CCOCC4)c2C)CC3)c1	·	·	·	15	21%	?	1%	·
CCc1cc(CC)c(/C=N/NC(N)=O)c(CC)c1	2	13%	20%	2	10%	15%	-12%	-26%
CCN1CCN(CCCNC(=O)c2cc3sccc3n2CC)CC1	-7	10%	0%	-18	-2%	1%	-2%	-4%
COC(=O)c1ccccc1NC(=S)N1CCN(c2ccccn2)CC1	-22	13%	0%	4	1%	4%	-1%	0%
